# SMN2 splice up: enhancers of SMN2 splice variant expression; HEK293 SMN2-luciferase splicing reporter, luminescence, 30-36 h; Potency, µM (titrated, usually from 46.1 µM), for the others: at the highest dose activity change, positive = activation, most hits filed as activators; actives 2.8% (n = 210,000); AID 1458; further: % of control where 0% means no effect; nearly all actives have a fitted effect of over 55% in size
#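 HEK293 cells carry an SMN2 minigene-luciferase reporter in which exon 7 inclusion puts luciferase in frame. Cells were seeded at 2000 cells/well, attached for 10-12 hours, then exposed to compounds for 30-36 hours at 37C before ONE-Glo luminescence.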
# GAA glycogen mod: alters human alpha-glucosidase cleavage of glycogen; P10253; recombinant GAA, glycogen substrate, Amplex Red glucose oxidase fluorescence; Potency, µM (highest dose often 76.4 µM), for inactives: at the highest dose activity change, negative = inhibition, actives largely listed as inhibitors; actives 0.38% (n = 300,000); AID 2100;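 further: 0% = full enzyme reaction and -100% = no-enzyme basal signal; the screen sought inhibitors and activators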
#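 Natural-substrate format: glycogen cleavage by 4 nM human enzyme, glucose read by Amplex Red coupling (Ex 573, Em 610 nm). Normalized to enzyme and no-enzyme controls.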
# GAA inhib: inhibitors of human lysosomal alpha-glucosidase; actives 0.005% (n = 200,000); Potency, µM (titrated, usually from 76.9 µM), without a hit: at the highest dose activity change, negative = inhibition, usual class: inhibitors; purified human GAA, 4-MU-alpha-glucoside fluorescence; P10253;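 further: plate controls were uninhibited enzyme wells for no effect and no-enzyme background for full effect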
#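 Read-out is 4-methylumbelliferone fluorescence (Ex 365/Em 440 nm) after NaOH/glycine stop at pH 10. Enzyme 4 nM, substrate 400 uM, pH 5.0 citrate buffer, 20 min room temperature; AC50 from Hill-equation concentration-response.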
# ALDH1A1 inh: ALDH1A1 (human) enzyme inhibition; P00352; Purified ALDH1A1, NADH fluorescence, propionaldehyde substrate; Potency, µM (titrated, usually from 75.3 µM), for inactives: at the highest dose activity, negative = inhibition, actives largely listed as inhibitors; actives 7.3% (n = 220,000); AID 1030; active means well fitted inhibition curve with a large enough effect, not every such curve was filed as active; inconclusive means small, poorly fitted or top-dose-only effect, or another doubt; inactive means no such curve, though single readings can be large or run the other way;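 further: plate controls were no enzyme wells and a reference inhibitor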
# GoLoco inh red: inhibitors of human Gai1-RGS12 GoLoco interaction (red fluorophore) | Gai1:RGS12 GoLoco peptide FP, rhodamine, 10 min | AID 880 | P63096 | actives 0.44% (n = 230,000) | Potency, µM (top dose mostly 61.6 µM), inactives show at the highest dose activity, negative = inhibition, actives largely listed as inhibitors; active means well fitted inhibition curve with a large enough effect, not every such curve was filed as active; inactive means no such curve, though single readings can be large or run the other way; further: on the % scale 0 is the no-effect control and ±100 the full control effect; nearly all actives have a fitted effect of over 30% in size; many of its hits are not listed in these tables
# Target sequence (P63096 whole entry, looked up): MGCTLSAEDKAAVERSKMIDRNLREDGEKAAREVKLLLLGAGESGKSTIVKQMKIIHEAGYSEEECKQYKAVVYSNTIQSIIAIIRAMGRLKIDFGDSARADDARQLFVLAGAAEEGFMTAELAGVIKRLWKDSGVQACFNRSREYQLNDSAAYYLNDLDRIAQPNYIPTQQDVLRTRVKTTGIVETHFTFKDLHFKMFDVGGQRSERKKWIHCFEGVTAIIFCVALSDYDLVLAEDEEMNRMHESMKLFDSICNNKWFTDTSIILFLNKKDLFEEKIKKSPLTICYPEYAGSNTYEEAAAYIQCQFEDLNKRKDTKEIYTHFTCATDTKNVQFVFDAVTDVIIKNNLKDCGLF
# aGlu spleen mod: lysosomal alpha-glucosidase (human) modulation; P10253; human spleen homogenate, 4-MU-alpha-glucoside fluorescence; Potency, µM (top dose mostly 79.9 µM), without a hit: at the highest dose activity change, negative = inhibition, actives largely listed as inhibitors; actives 0.006% (n = 240,000); AID 2112;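 further: 0% = enzyme with vehicle and -100% = no enzyme basal signal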
#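 Human spleen homogenate (1 ug) with 4-methylumbelliferyl-alpha-D-glucopyranoside (1 mM final) in 50 mM citrate/phosphate pH 5.0, 0.01% Tween-20; 40 min at 37 C. Stopped at pH 10; 4-MU fluorescence Ex 365/Em 440 nm; AC50 by Hill fit.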
# aGal spleen mod: inhibits or activates alpha-galactosidase in human spleen homogenate; P06280; human spleen homogenate, 4MU-alpha-Gal fluorescence, 40 min; Potency, µM (top dose mostly 80 µM), for the others: at the highest dose activity change, negative = inhibition, actives largely listed as inhibitors; actives 0.008% (n = 240,000); AID 2107;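 further: 0% = enzyme with vehicle and -100% = no enzyme basal signal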
# Target sequence (P06280 32-429 limits assumed): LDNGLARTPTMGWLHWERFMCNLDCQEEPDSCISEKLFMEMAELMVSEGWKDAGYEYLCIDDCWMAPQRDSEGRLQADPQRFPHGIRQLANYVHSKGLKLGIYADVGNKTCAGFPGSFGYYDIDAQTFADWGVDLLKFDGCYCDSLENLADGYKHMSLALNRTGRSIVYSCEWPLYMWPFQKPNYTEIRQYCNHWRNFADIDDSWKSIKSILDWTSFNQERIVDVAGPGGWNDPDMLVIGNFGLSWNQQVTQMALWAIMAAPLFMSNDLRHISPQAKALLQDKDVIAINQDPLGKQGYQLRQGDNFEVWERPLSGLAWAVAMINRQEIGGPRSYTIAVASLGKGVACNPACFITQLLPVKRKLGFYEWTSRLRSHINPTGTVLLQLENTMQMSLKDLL
#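 Inhibition or activation of alpha-galactosidase in human spleen homogenate is scored by 4-MU fluorescence after 40 min at 37C, pH 5.0, with 1 mM substrate. AC50s come from concentration-response fitted to the Hill equation.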
# JMJD2E inh: blocks human JMJD2E demethylase activity; actives 1.6% (n = 230,000); Potency, µM (top dose mostly 57.1 µM), without a hit: at the top dose activity change, negative = inhibition, usual class: inhibitors; JMJD2E catalytic domain, FDH-coupled NADH fluorescence (FDH is formaldehyde dehydrogenase); B2RXH2; active means well fitted inhibition curve with a large enough effect, not every such curve was filed as active; inconclusive means small, poorly fitted or top-dose-only effect, or another doubt; inactive means no such curve, though single readings can be large or run the other way;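 further: 0% = wells with enzyme and -100% = buffer wells without enzyme; nearly all actives have a fitted effect of over 50% in size; many of its hits are not listed in these tables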
# Target sequence (B2RXH2 1-337 limits assumed): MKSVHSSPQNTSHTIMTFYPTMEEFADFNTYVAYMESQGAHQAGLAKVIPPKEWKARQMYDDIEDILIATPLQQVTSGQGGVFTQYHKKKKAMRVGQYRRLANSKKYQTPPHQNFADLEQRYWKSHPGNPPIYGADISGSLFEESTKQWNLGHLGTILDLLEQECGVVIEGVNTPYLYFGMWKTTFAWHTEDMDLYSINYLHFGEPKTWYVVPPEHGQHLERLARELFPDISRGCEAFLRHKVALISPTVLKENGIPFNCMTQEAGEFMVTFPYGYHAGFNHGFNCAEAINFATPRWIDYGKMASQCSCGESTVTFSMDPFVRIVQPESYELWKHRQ
# * = called active by the depositor; ? = inconclusive; / = not tested or not shown; & = joins results of further samples; [ ] = remark or other dose. Unless noted, the call rests on the fitted dose curve; in most records, active means well fitted curve in the direction sought with a large enough effect; inconclusive means small, poorly fitted or top-dose-only effect, or another doubt; inactive means no such curve, though single readings can be large; an effect the other way counts as inactive or inconclusive. Potency means the concentration at half of the fitted maximal effect.
# Sequence of screens: SMN2 splice up	GAA glycogen mod	GAA inhib	ALDH1A1 inh	GoLoco inh red	aGlu spleen mod	aGal spleen mod	JMJD2E inh
> O=C(NC1CCCC1)C(c1ccc(N2CCOCC2)cc1)N(C(=O)c1ccco1)c1ccccc1F (stereo not given)
→ 5%	-14%	?	-4%	4%	-3%	-2%	-22%
> O=c1cc(O)nc2n1CCCS2
→ -1%	5%	-2%	9%	-3%	-8%	3%	0%
> NNC(=S)NCc1cccnc1
→ 9%	?	-4%	?	3%	6%	10%	6%
> NC(=O)c1cccc2c1C(=O)N(C1CCCCC1)C2
→ -5%	-1%	0%	-4%	11%	-1%	1%	-2%
> CNC(=O)CCc1[nH]c2ccccc2c1Sc1ccccc1
→ -18%	2%	6%	-9%	-6%	1%	-2%	0%
> O=C(CSc1ncn[nH]1)N1N=C2/C(=C/c3ccccc3)CCCC2C1c1ccccc1 (stereo not given)
→ /	-2%	3%	?	/	-8%	-1%	?
> COc1ccc(F)cc1S(=O)(=O)NC(Cc1ccccc1)C(N)=O (stereo not given)
→ 3%	-1%	2%	-3%	-5%	-2%	9%	2%
> CN(C)S(=O)(=O)c1ccc(NC(=O)c2ccncc2)cc1
→ -12%	8%	6%	0%	13%	-15%	-3%	-7%
> CCOC(CNC(=O)c1cc(C)nn1-c1ccccc1)OCC
→ 3%	1%	-1%	10%	-6%	0%	-4%	2%
> O=C(Nc1cccc(-c2nnc(-c3ccccc3)o2)c1)C1CCCCC1
→ ?	-9%	6%	3%	-36%	-6%	5%	7%
> Cc1nn(-c2ccccc2)c2ncc(C(=O)c3cc(Cl)ccc3O)cc12
→ 7%	5%	-2%	-4%	1%	-10%	-8%	-4%
> Cc1cccc(CNc2ccnc(-c3cccc(NS(C)(=O)=O)c3)n2)c1
→ -30%	/	/	?	5%	17%	13%	-6%
> COc1ccc(CNc2c(C(=O)O)cnc3c2cnn3C)cc1
→ 14%	-5%	10%	0%	9%	1%	1%	-7%
> Cc1c(C(=O)Nc2cccc([N+](=O)[O-])c2)csc1-c1ccccc1
→ 28µM*	6%	9%	-11%	9%	-20%	5%	2%
> Cc1ccc(Nc2nnc(SCc3nc4ccccc4c(=O)[nH]3)s2)cc1
→ 2%	-10%	?	-1%	16%	-2%	3%	1%
> Cc1c(NC(=O)COC(=O)c2ccc(Br)o2)c(=O)n(-c2ccccc2)n1C
→ 2%	8%	7%	-3%	4%	-1%	-2%	-3%
> CCOC(=O)c1sc(NC(=O)c2ccc(S(=O)(=O)N(CC)CC)cc2)nc1C
→ -15%	12%	-2%	?	6%	1%	16%	?
> COC(=O)C1CCN(S(=O)(=O)c2ccc(NC(C)=O)cc2)CC1
→ 0%	-6%	-2%	6%	4%	3%	5%	0%
> O=c1[nH]c(CN2CCc3ccccc3C2)nc2ccccc12
→ ?	22%	1%	?	12%	-7%	-2%	?
> COc1ccc(/C=C(\C#N)C(=O)c2c(C)[nH]c3ccccc23)cc1OC
→ 12%	-12%	-9%	10%	-1%	-5%	1%	6%
> O=C(NNC1=C(C(=O)C(F)(F)F)CCC1)c1cccc(O)c1
→ 3%	?	1%	5%	8%	-10%	4%	-10%
> CCOC(=O)c1c(C)n(C)c2cc(Br)c(C(=O)OC)cc12
→ -14%	2%	3%	1%	-2%	-4%	-2%	-11%
> CC(Oc1ccc(Cl)cc1Cl)C(=O)NCCCN(C)C (stereo not given)
→ 18%	2%	-1%	-2%	1%	-3%	-3%	-2%
> Cc1sc(NC(=O)c2cc(-c3ccccc3)nc3ccccc23)c(C(N)=O)c1C
→ -12%	5%	-10%	8%	6%	-7%	-2%	6%
> Cc1ccc(S(=O)(=O)N(CCC(=O)O)c2ccccc2)cc1
→ 5%	3%	-10%	4%	-14%	-1%	7%	-8%
> COc1ccccc1NC(=O)c1csc2c1CCC(C)C2 (stereo not given)
→ /	9%	?	3%	100%[activator]	6%	-3%	2%
> COc1ccc(S(=O)(=O)Nc2c(C)nc3nc[nH]n3c2=O)cc1
→ -7%	5%	-12%	5%	7%	-4%	-6%	2%
> CCn1c2ccccc2c2cc(NC(=O)C(C)Oc3ccccc3)ccc21 (stereo not given)
→ -17%	?	6%	?	10%	-3%	-2%	1%
> Cc1c(N=Cc2nc3ccccc3[nH]2)c(=O)n(-c2ccccc2)n1C
→ -35%[inhibitor]	8.9µM*	-8%	2%	6%	6%	10%	10%
> C=CCn1c(C)csc1=Nc1ccc(C(C)=O)cc1
→ -17%	-11%	-3%	2%	16%	10%	8%	-11%
> N#Cc1cc2c(nc1SCC(O)CS(=O)(=O)Cc1ccc(Cl)cc1)CCCC2 (stereo not given)
→ -15%	1%	-11%	?	17%	0%	4%	-17%
> CC(C)NC(=O)c1onc(CSc2ccc(C(C)C)cc2)c1C(=O)O
→ ?	9%	7%	?	5%	-4%	3%	8%
> CCOC(=O)CNc1c(N2CCN(c3ccccn3)CC2)c(=O)c1=O
→ 15%	3%	-2%[15.4 µM]	?	-3%	-3%	3%	-6%
> CCOc1cc(NC(=S)NCCOC)c(OCC)cc1NC(=O)c1cccs1
→ /	-21%	-11%	-6%	8%	1%	-4%	-22%
> COc1ccccc1-n1nc(C(=O)O)c2ccccc2c1=O
→ -8%	-12%	5%	-5%	7%	6%	7%	-8%
> Cc1nc(CN2CCN(C(=O)CCc3nnc(Cc4c[nH]c5ccccc45)o3)CC2)cs1
→ /	-2%	2%	2%	8%	5%	1%	-1%
> Cc1sc2nc(SCC(=O)O)[nH]c(=O)c2c1C
→ -2%	-16%	-2%	-5%	7%	-18%	11%	?
> CCCc1cc(=O)[nH]c(SCCN2C(=O)c3ccccc3C2=O)n1
→ 7%	2%	-2%	-1%	0%	-19%	-3%	-9%
> Cc1nc2c(C#N)c[nH]n2c(=O)c1Cc1ccccc1
→ 10%	?	?	6%	10%	-1%	6%	?
> CCCC[C@@H]1CNC(=O)C(=O)N1CCc1cc(C(F)(F)F)cc(C(F)(F)F)c1
→ /	-1%	/	/	5%	-3%	4%	-4%
> CN(C)c1ccnc(-n2cccc2/C=N/O)c1C#N
→ /	-7%	/	10%	-5%	-17%	4%	-4%
> O=C(CN1CCN(c2ncc(C(F)(F)F)cc2Cl)CC1)N1CCN(c2ncc(C(F)(F)F)cc2Cl)CC1
→ -65%[inhibitor]	-21%	-11%	4µM*	-3%	-5%	7%	-3%
> O=C(CNC(=O)c1ccco1)N/N=C/c1ccc(O)c([N+](=O)[O-])c1
→ 3%	10%	-1%	-1%	4%	-6%	-2%	-8%
> CCCN1CCC(NC(=O)Nc2ccc([N+](=O)[O-])cc2)CC1
→ -8%	5%	-8%	10%	13%	-4%	-6%	7%
> O=C(Nc1ccc(Cl)cc1F)C1CC1
→ -4%	1%	9%	2%	7%	9%	3%	-3%
> CCN(CC)c1ccc(C(=S)NC2CCCCC2)cc1
→ ?	-15%	-10%	7.9µM*	-16%	-1%	7%	-20%
> c1ccc(COc2ccccc2CNCc2cccnc2)cc1
→ -11%	-3%	1%	18µM*	82%[activator]	-1%	2%	-13%
> Cc1oc2c(c1C(=O)NC(Cc1c[nH]c3ccccc13)C(=O)O)CCCC2 (stereo not given)
→ /	-5%	1%	-6%	/	1%	-1%	-3%
> CC(C)(C)OC(=O)CNC(=O)c1[nH]cnc1C(=O)N[C@@H](CCCCNC(=O)OC(C)(C)C)C(=O)OC(C)(C)C
→ /	-14%	/	/	4%	-7%	-14%	2%
> CC(=O)c1ccc(Oc2cc(C)nc(NCc3ccccc3)n2)cc1
→ /	4%	-7%	?	/	-3%	?	2%
> O=c1c2cc(Cl)ccc2nc(-c2ccccc2Cl)n1O
→ -1%	6%	-6%	-2%	4%	6%	9%	?
> CC1(C(=O)N2CC3(CC(c4cccc(NC(=O)COc5ccc(Cl)cc5)c4)=NO3)C[C@@H]2C(N)=O)CC1 (stereo not given in full)
→ /	0%	/	/	9%	4%	-2%	2%
> CC(=O)Nc1nc(C)c(-c2csc(Nc3ccccn3)n2)s1
→ 13µM*	-4%&-1%	-3%[15.4 µM]	?	3%&-11%	8%&8%	-3%&2%	?
> CN(Cc1ncc[nH]1)C(=O)c1cc(COc2c(F)cccc2F)on1
→ /	0%	2%	-12%	-9%	-4%	3%	2%
> COc1cc2oc(=O)cc(-c3ccc(-c4ccc(N(C)C)cc4)cc3)c2c(OC)c1OC
→ /	/	/	-12%	-14%	-1%	11%	/
> O=c1oc2ccccc2c(NCc2ccc(Cl)cc2)c1[N+](=O)[O-]
→ /	2%	/	/	6%	0%	3%	0%
> N=c1c2ccccc2nnn1-c1ccc(C(F)(F)F)cc1
→ -7%	15%	-4%	10%	27%	/	0%	11%
> CC(=O)Nc1ccc(C(=O)Nc2ccc3c(c2)OCO3)cc1
→ 3%	-5%	-3%	-7%	-5%	-6%	0%	5%
> COc1ccc(-n2c(=O)c(-c3ccc(Cl)cc3)nc3cnc(N4CCOCC4)nc32)cc1
→ 2%	/	/	?	20%	0%	-5%	/
> N/C(Cc1cccs1)=N\OC(=O)COc1ccc(Cl)cc1Cl
→ 41%	-4%	-6%	-10%	-3%	1%	8%	-1%

# The list continues.
# Sequence of screens: SMN2 splice up	GAA glycogen mod	GAA inhib	ALDH1A1 inh	GoLoco inh red	aGlu spleen mod	aGal spleen mod	JMJD2E inh
> Clc1ccc(/C=N/N2CCCCC2)cc1
→ /	-6%	/	/	-21%	-2%	-6%	3%
> CC(C)OC(=O)C[N+](C)(C)CCN1C(=O)C2C(c3ccccc3)C=CC(c3ccccc3)C2C1=O (stereo not given)
→ 2%	6%	1%	-8%	1%	-9%	-8%	-2%
> CC(C(=O)NC(C)(C)C)N(C(=O)CS(=O)CC(=O)Nc1ccc(F)cc1)c1ccccc1F (stereo not given)
→ 5%	-12%	1%	-5%	10%	4%	7%	-2%
> CNC(=O)C1C2C=CC3(O2)C1C(=O)N(CCOC)C3C(=O)NCc1ccc(OC)cc1 (stereo not given)
→ -1%	0%	0%	10%	6%	-7%	6%	2%
> Cc1ccc2nc(Cl)c(C3CC(c4cccs4)=NN3C(=O)CCC(=O)O)cc2c1 (stereo not given)
→ -17%	7%	1%	-1%	-8%	0%	1%	-15%

# Screening data (PubChem BioAssay)

# Only part of the results is shown (hit frequency here may not be typical).
